# Screens (PubChem)
# FXIIa inh: blocks human coagulation factor XIIa protease activity; inhibition, % at 5 µM; purified FXIIa, Boc-QGR-AMC fluorogenic substrate, 2 h; AID 800; actives 0.3% (n = 220,000); in the data active = inhibition above about 40%;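 note: 0% = enzyme with no compound and 100% = blank without enzyme; many of its hits are not listed in these tables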
# thrombin 1536: blocks human thrombin protease activity | P00734 | alpha-thrombin, Boc-VPR-AMC fluorogenic substrate cleavage | inhibition, % at 5 µM | actives 0.26% (n = 220,000);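 active = inhibition at or above 40%; inactive = inhibition below 40%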;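 note: 0% = enzyme with no compound and 100% = wells without enzyme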
#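 signal = AMC fluorescence, 355/460 nm | material = human alpha-thrombin enzyme | control set = enzyme without compound as high, wells lacking enzyme as low | times = reaction at room temperature | read-out basis = percent inhibition scaled between no-compound controls and no-enzyme blanks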
# KCC2 mod: KCC2 (human) Cl- transport modulation; Q9H2X9; KCC2 cells, thallium flux FluoZin-2 fluorescence; B-score of Tl+ flux slope (higher = more flux/activation; lower = inhibition) at 10 µM; actives 2.2% (n = 190,000); AID 1456;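 active = thallium flux slope and its plate-corrected score both differing from the plate sample mean at a set confidence after two filtering rounds, in either direction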;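 note: slope of fluorescence scaled to starting intensity during 10 to 20 s after thallium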
# hK5 inh: kallikrein 5 (human) inhibition. Q9Y337. recombinant hK5, fluorogenic AMC substrate cleavage. inhibition, % at 5 µM. actives 0.59% (n = 210,000). AID 873;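 active = inhibition of 40% or more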;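 note: 0% = enzyme controls without compound and 100% = no-enzyme blanks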
# Furin inhibitor: inhibitors of human furin; P09958; purified furin, fluorogenic substrate cleavage; inhibition, % at 30 µM; actives 0.061% (n = 220,000); AID 463115; in the data active = inhibition above about 25%; note: inactives centre near -15
# Wee1 degr inh: inhibitors of human Wee1 degradation. HeLa Luc-Wee1K328M stability, luciferase luminescence; 100% = proteasome inhibitor MG132 effect. reporter increase, % at 5 µM. actives 1.2% (n = 220,000). AID 1321;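 active = activation above the mean of all tested compounds plus 3 SD, set per screening run, cut at about 8.8% in these data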;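 note: cells exposed to compound for 20 h before luminescence read; 0% = DMSO alone and 100% = MG132 at 30 µM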
# PERK inh: blocks human PERK kinase; CHO PERK-DD fusion, SEAP luminescence translation reporter; inhibition, % at 5.6 µM; actives 0.17% (n = 220,000);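 active = inhibition above the mean inhibition of all tested compounds plus 3 SD, set separately per screening campaign, cut at about 2.9% in these data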;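 note: PERK kinase domain activated by AP20187 dimerizer at 100 nM; 0% = DMSO with dimerizer and 100% = rapamycin at 8.4 µM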
# Target sequence (Q9NZJ5 whole entry, looked up, the tested form may be a part): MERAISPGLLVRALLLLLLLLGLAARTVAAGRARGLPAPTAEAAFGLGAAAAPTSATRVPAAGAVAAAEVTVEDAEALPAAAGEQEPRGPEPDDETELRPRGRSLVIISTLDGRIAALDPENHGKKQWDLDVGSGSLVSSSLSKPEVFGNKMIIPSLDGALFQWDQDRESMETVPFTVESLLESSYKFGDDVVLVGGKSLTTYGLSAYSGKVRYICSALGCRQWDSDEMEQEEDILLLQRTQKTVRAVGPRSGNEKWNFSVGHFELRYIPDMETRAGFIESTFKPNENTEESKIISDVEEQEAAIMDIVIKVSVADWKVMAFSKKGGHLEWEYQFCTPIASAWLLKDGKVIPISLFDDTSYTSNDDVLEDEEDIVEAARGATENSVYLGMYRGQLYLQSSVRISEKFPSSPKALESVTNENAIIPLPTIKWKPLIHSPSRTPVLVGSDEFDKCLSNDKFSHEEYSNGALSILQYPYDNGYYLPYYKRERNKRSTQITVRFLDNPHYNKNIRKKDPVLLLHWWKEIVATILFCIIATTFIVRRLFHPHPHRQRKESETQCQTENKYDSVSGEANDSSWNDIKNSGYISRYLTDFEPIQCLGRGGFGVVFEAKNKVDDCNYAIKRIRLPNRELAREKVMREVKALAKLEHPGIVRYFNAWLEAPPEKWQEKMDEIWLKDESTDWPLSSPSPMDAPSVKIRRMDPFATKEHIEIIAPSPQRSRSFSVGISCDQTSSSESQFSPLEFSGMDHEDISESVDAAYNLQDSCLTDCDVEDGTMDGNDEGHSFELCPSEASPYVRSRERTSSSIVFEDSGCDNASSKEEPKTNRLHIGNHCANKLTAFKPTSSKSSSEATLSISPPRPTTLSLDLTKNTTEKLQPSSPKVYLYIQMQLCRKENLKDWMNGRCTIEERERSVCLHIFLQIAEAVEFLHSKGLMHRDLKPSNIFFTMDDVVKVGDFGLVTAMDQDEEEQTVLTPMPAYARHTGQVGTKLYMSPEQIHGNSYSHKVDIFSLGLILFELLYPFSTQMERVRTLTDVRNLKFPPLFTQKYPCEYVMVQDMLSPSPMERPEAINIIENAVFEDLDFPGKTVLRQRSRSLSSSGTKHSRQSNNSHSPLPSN
# p97 ATPase inh: blocks human p97 ATPase activity. actives 0.42% (n = 220,000). P55072. AID 1481. recombinant p97 ATPase, Kinase-Glo ATP luminescence, 3 h. inhibition, % at 8 µM; in the data active = inhibition above about 15%;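 note: 0% = DMSO vehicle and 100% = wells lacking enzyme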
# FXIa inh 1536: factor XIa (human) inhibition | purified FXIa, Boc-Glu-Ala-Arg-AMC fluorogenic substrate | P03951 | inhibition, % at 5 µM | actives 0.14% (n = 220,000);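 active = inhibition of at least 40%; inactive = inhibition below 40%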;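 note: fluorescence of freed AMC excited at 355 nm; 0% = enzyme without compound and 100% = no enzyme blank; many of its hits are not listed in these tables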
# Numbers without * were called inactive; / = not tested or not shown; [ ] = remark or other dose. This is a random part of the collection; overall some 4.4% were active at least once.
SMILES,FXIIa inh,thrombin 1536,KCC2 mod,hK5 inh,Furin inhibitor,Wee1 degr inh,PERK inh,p97 ATPase inh,FXIa inh 1536
O=C(CSc1nnc2sc3ccccc3n12)N1CCN(c2ccccc2)CC1,9,-5,-0.46,-12,-8[20 µM],-3,-0.8,0,4
CCOC(=O)c1sc(=NC(=O)C2CC2)n(C)c1C,-4,-11,1.1,-12,-17,4,-0.5,-1,-5
CSc1ccccc1NC(=O)Cn1ccsc1=N,7,7,0.27,-4,-17,-2,0.8,4,-8
NC(=S)N=Nc1c(O)n(Cc2ccccc2)c2ccccc12,13,-5,8.8*,-7,-24,-2,0.8,2,0
CCOc1ccccc1-n1c(SCC(N)=O)nnc1-c1ccc(O)cc1,29,1,-0.34,-6,-20,-1,0.6,1,16
C#CCOC(=O)c1ccc(-n2cncn2)nc1,6,1,-0.72,1,-14[20 µM],4,-0.2,-4,-2
Cc1n[nH]c(C)c1CCC(=O)N/N=C/c1c(C)[nH]c2ccccc12,12,2,-1.3,3,-23,0,0.4,7,2
O=C(Nc1ccccc1)N1CCSCC1,18,-10,-0.56,-15,-27,-3,0.3,0,-2
Cn1cnnc1SCC(=O)c1c(N)n(Cc2ccccc2)c(=O)n(C)c1=O,7,-8,-0.43,-6,-20,-3,-0.2,0,-11
CCOC(=O)c1c(N2C(=O)C3CC(C)=C(C)CC3C2=O)sc(C)c1C (stereo not drawn),1,-7,0.74,-4,-15[20 µM],-1,0.2,-3,2
CNC(=O)/C(C#N)=C/c1c(N2CC(C)OC(C)C2)nc2ccccn2c1=O (stereo not drawn),5,-12,0.7,-18,-17,-2,0.3,3,5
COCCNC(=O)C(OC(=O)c1ccco1)c1ccccc1OC (stereo not drawn),20,0,/,0,-16,-1,0.2,-2,21
CCN(CC)C(=O)CSC1=C(C#N)C(c2ccco2)C(C(=O)OCCOC)=C(C)N1 (stereo not drawn),6,-5,-0.061,-10,0,1,-1.1,-1,2
c1ccc(-c2ccc(C3=Nn4c(nnc4-c4cc(-c5ccccc5)n[nH]4)SC3)cc2)cc1,7,0,0.43,-1,-1[20 µM],0,1.6,0,0
NC(=O)c1ccsc1NC(=O)COC(=O)Cc1cccc2ccccc12,12,1,-2.1,-11,-2[20 µM],-4,-0.5,7,-8
Cn1cc(S(=O)(=O)N2CCc3ccccc3C2)c(=O)n(C)c1=O,8,-12,-3.4*,-29,-12,3,1.0,-5,2
COc1cc2[nH]c(=O)n(Cc3ccc(C(=O)NCC4CCCO4)cc3)c(=O)c2cc1OC (stereo not drawn),1,-4,-0.29,-6,-27,1,0.9,2,-5
COCCN(C(=O)CC(C)(C)C)c1nnc(-c2cccnc2)s1,5,0,0.41,-9,-10[20 µM],-2,-0.2,0,0
CC1CCCC(C)N1C(=O)CSc1nnc(C2CCCCC2)o1 (stereo not drawn),14,0,0.37,-19,-16,-3,-1.2,-7,-2
Cn1c(SCC(=O)Nc2cc(S(=O)(=O)N3CCOCC3)ccc2N2CCOCC2)nnc1-c1ccncc1,0,-5,-0.021,-22,-21,-2,-0.7,1,3
COc1cccc(/C=N/Nc2nc(Nc3ccc([N+](=O)[O-])cc3)nc(N3CCCC3)n2)c1O,3,-4,0.69,-4,-14,5,0.1,10,-3
CCN1CCN(c2nc(-c3ccccn3)nc3ccccc23)CC1,13,1,1.1,-25,-13[20 µM],-2,-0.5,3,4
Cc1ccc(S(=O)(=O)N2CCC(C(=O)N/N=C/c3ccncc3)CC2)cc1,6,9,-1.3,2,-25,6,1.4,3,-1
Cc1cccc(C)c1OCCCCc1c(C)n[nH]c1C,6,2,-1,-1,-17[20 µM],-2,-0.4,-4,-5
C#C[C@]1(O)CC[C@H]2[C@@H]3CCc4cc(OC5CCCC5)ccc4[C@H]3CC[C@@]21C,/,/,1.1,/,/,2,1.1,-5,/

# (cont.)
SMILES,FXIIa inh,thrombin 1536,KCC2 mod,hK5 inh,Furin inhibitor,Wee1 degr inh,PERK inh,p97 ATPase inh,FXIa inh 1536
CN(c1ccc(C(=O)Nc2ccc(Cl)cn2)cc1)S(=O)(=O)c1ccccc1,5,1,-0.52,-5,-22,-2,0.6,1,-1
Cc1cccc(C(=O)NC2CCN(C(=O)Nc3ccccc3C)CC2)c1,6,-15,1.1,-2,-12,-3,-0.3,1,-5
CCCS(=O)(=O)N1CCCC(c2nc(-c3ccc(OC)cc3)no2)C1 (stereo not drawn),-3,-3,0.49,-8,-23[20 µM],-1,-0.3,-1,4
CCC(CC)C(=O)c1c[nH]c(C(=O)N2CCN(c3ccccc3)CC2)c1,11,-1,0.99,-8,-10,2,0.8,-4,-6
COc1ccc(NC(=O)Nc2cccs2)cc1Cl,8,-3,-0.12,/,-18,-1,0.2,3,-2
CN(C)c1ccc(/C=C/C(O)=C2/C(=O)N(C)C3(C)CC2c2ccccc2O3)cc1 (stereo not drawn),20,-8,-0.66,-3,-33[20 µM],1,-0.1,4,20
Cc1cc(C(=O)OCC(=O)NC2CCS(=O)(=O)C2)c2ccccc2n1 (stereo not drawn),-8,2,0.15,-23,-22,4,1.1,0,-4
O=C(Nc1ccc2nc(-c3ccc(Br)o3)[nH]c2c1)c1ccco1,22,7,-1.5,-13,-14,0,-0.7,10,7
COC(=O)c1cn(Cc2cccc(C)c2)nn1,10,-5,0.28,-17,-7,1,0.8,3,5
CC(C)(C)NC(=S)NCc1ccc2c(c1)OCO2,16,-6,-0.2,-13,-20,1,0.8,4,4
COc1ccc(/C=C/c2nc3cc(-c4ccccc4)ccc3o2)cc1O,2,-1,1.2,-4,-13,7,0.2,0,7
CC(C)C[C@H](NC(=O)OC(C)(C)C)c1nnc(SCc2cccc(F)c2)o1,11,-8,-1.1,-3,-25,3,-0.4,0,-1
CCOC(=O)c1c(C)c(/C=N/Nc2ccccc2)n(C)c1C,12,1,-1.1,3,-12,0,-0.3,0,3
O=C(C1CC1)N(CCN(C(=O)C1CC1)c1ccccc1)c1ccccc1,17,-1,-0.59,1,16[20 µM],-2,-0.6,6,0
CC(C)(CO)NC(=S)NCc1ccco1,7,-3,0.76,100*,-5,-1,2.4,-6,1
C#CCSc1nccc(-c2nn(-c3ccc(C)cc3)ccc2=O)n1,11,-9,/,-33,-15[20 µM],-2,-0.9,-2,4
CC1(C)Cc2c(c(-c3ccco3)nc3sc4c(NCC5CCCO5)ncnc4c23)CO1 (stereo not drawn),-3,-5,-0.18,-7,-32,0,0.2,1,4
CNC(=O)c1ccc(-c2ccccc2)s1,2,-19,-0.91,5,-6[20 µM],1,0.7,-2,6
Cc1ccc(S(=O)(=O)N2CCN(c3ccc(C(=O)N4CCOCC4)cc3[N+](=O)[O-])CC2)cc1,11,-1,0.78,-16,-15,0,-0.6,2,1
COc1ccc(-c2noc(CCC(=O)NCCCN3CCC(C)CC3)n2)cc1,19,3,0.58,10,-9[20 µM],3,-0.6,-1,-10
Cc1cccc(N(CC(=O)NC2CCCCC2)C(=O)c2c(C)noc2C)c1,-1,-8,/,2,-13[20 µM],1,-1.0,0,-19
Cc1cc(C)nc(-n2ncc3c2CC(c2ccccc2)CC3=O)n1 (stereo not drawn),11,-12,-0.03,-11,-2,4,0.1,-1,3
Cc1nnc(SCC(N)=O)n1CC1CCCO1 (stereo not drawn),16,1,0.51,-2,-31,3,-0.2,3,1
COc1cccc(C(NC(=O)c2ccccc2F)NC(=O)c2ccccc2F)c1,5,-7,-0.45,0,-20[20 µM],0,0.1,1,-5
CCN(CC)S(=O)(=O)c1ccc(N2C(=O)Nc3ccccc3N2O)cc1,5,-2,-0.0051,-10,-18,1,0.5,-9,5

# Following part.
SMILES,FXIIa inh,thrombin 1536,KCC2 mod,hK5 inh,Furin inhibitor,Wee1 degr inh,PERK inh,p97 ATPase inh,FXIa inh 1536
CCSc1nc2c(c(=O)[nH]1)C(c1ccc(C)cc1)C1=C(CCCC1=O)N2 (stereo not drawn),3,-3,0.07,-2,-12,2,-0.2,-2,-5
Cc1cc(C)nc(NS(=O)(=O)c2ccc(NC(=O)Nc3ccccc3)cc2)n1,-5,-10,0.35,-5,-20,-1,-0.2,2,-3
CCN(CC)c1ccc([N+](=O)[O-])cc1C(=O)O,17,-7,0.032,-5,-6,1,0.5,3,6
COc1cc(C(=O)Nc2ccc3c(c2)OCO3)ccc1-n1cnnn1,2,-3,0.33,-21,-23,3,-0.5,-4,-3
O=C1Cc2cccc3cccc1c23,7,-5,0.037,0,-19[20 µM],-1,1.8,4,-8
Cc1ccc(N(CC(O)COCc2ccco2)S(=O)(=O)c2ccc(C)cc2)cc1 (stereo not drawn),16,4,-0.26,-2,-28,3,-1.0,-1,-2
Cc1nnc(SCC(=O)N(C)C2CCS(=O)(=O)C2)n1Cc1ccccc1 (stereo not drawn),3,-10,-0.00075,-6,-19,-3,0.8,4,-4
O=C1CC(NNC(=O)c2cccc(F)c2)C(=O)N1 (stereo not drawn),5,7,0,-7,-16,0,1.1,4,7
c1csc(CNCCN2CCOCC2)c1,10,2,/,0,-13[20 µM],3,0.1,1,-3
Cc1ccc(C)c(OCc2nnc(NC(=O)c3ccco3)s2)c1,-1,-15,-0.58,-6,-19[20 µM],3,1.1,4,1
CC1(C)N=C(C(=O)c2ccccc2)N(O)C1(C)O (stereo not drawn),13,-6,0.18,-19,-12,1,1.3,9,1
Brc1ccc(-c2cn3c(n2)SCC3)cc1,3,-6,/,4,-28,1,1.5,5,-3
O=C(c1cccc(C(F)(F)F)c1)C1CCCN(C(=O)CCc2cnccn2)C1 (stereo not drawn),10,0,/,9,-19,-1,0.4,-1,0
CCC(CC)C(=O)Nc1ccc(C(=O)Nc2cc(C)on2)cc1,-2,-4,0.11,-19,-11,-2,0.1,0,8
Cc1ccc(Nc2ccc(S(=O)(=O)N3CCOCC3)cc2[N+](=O)[O-])cc1C,11,-6,-0.86,-5,-18,-2,-0.4,0,1
Cc1cc(Cl)c(S(=O)(=O)NCc2ccncc2)cc1OCC(N)=O,3,9,0.75,54*,-12[20 µM],-1,1.2,2,0
O=C(NO)C1CC2C=CC1C2 (stereo not drawn),14,0,-0.36,-18,-20,-3,2.0,3,-2
O=C1C2CC(O)CN2C(=S)N1Cc1ccccc1 (stereo not drawn),4,-11,0.67,1,-21,2,1.0,7,1
O=C(N=c1ccn(-c2nc3ccccc3nc2NS(=O)(=O)c2ccc(Cl)cc2)cc1)c1ccccc1Cl,7,0,0.62,2,-25,-1,1.9,10,11
Nc1cc2ccncc2c2ccccc12,-13,-14,-1,-4,-170,6,0.1,5,-8
Cc1ccccc1C(=O)Oc1ccc(Sc2ccc(O)cc2)cc1,-14,-6,0.13,-17,-4[20 µM],0,0.4,-2,-2
C/C(N)=C(/C#N)C(=O)CSc1nnc(COc2ccccc2Cl)o1,10,-16,0.31,-23,-14,1,-0.2,1,-11

# 6 entries already listed, ordered by SMILES length, rising.
SMILES,FXIIa inh,thrombin 1536,KCC2 mod,hK5 inh,Furin inhibitor,Wee1 degr inh,PERK inh,p97 ATPase inh,FXIa inh 1536
c1csc(CNCCN2CCOCC2)c1,10,2,/,0,-13[20 µM],3,0.1,1,-3
CCN1CCN(c2nc(-c3ccccn3)nc3ccccc23)CC1,13,1,1.1,-25,-13[20 µM],-2,-0.5,3,4
CCC(CC)C(=O)Nc1ccc(C(=O)Nc2cc(C)on2)cc1,-2,-4,0.11,-19,-11,-2,0.1,0,8
C#CCSc1nccc(-c2nn(-c3ccc(C)cc3)ccc2=O)n1,11,-9,/,-33,-15[20 µM],-2,-0.9,-2,4
O=C(c1cccc(C(F)(F)F)c1)C1CCCN(C(=O)CCc2cnccn2)C1 (stereo not drawn),10,0,/,9,-19,-1,0.4,-1,0
COc1cccc(/C=N/Nc2nc(Nc3ccc([N+](=O)[O-])cc3)nc(N3CCCC3)n2)c1O,3,-4,0.69,-4,-14,5,0.1,10,-3
